LmPK inhibitor: qHTS Assay for Inhibitors of Leishmania Mexicana Pyruvate Kinase (LmPK); purified LmPK, Kinase-Glo ATP luminescence, 1 h; Q27686; AID 1721, 2009; 290,000 tested, 0.37% active; Potency, µM (highest dose often 57.5 µM), without a hit: at the top dose activity change, negative = inhibition, usual class: inhibitors; note: potency is the fitted concentration of half-maximal effect
Target sequence (Q27686 whole entry, looked up): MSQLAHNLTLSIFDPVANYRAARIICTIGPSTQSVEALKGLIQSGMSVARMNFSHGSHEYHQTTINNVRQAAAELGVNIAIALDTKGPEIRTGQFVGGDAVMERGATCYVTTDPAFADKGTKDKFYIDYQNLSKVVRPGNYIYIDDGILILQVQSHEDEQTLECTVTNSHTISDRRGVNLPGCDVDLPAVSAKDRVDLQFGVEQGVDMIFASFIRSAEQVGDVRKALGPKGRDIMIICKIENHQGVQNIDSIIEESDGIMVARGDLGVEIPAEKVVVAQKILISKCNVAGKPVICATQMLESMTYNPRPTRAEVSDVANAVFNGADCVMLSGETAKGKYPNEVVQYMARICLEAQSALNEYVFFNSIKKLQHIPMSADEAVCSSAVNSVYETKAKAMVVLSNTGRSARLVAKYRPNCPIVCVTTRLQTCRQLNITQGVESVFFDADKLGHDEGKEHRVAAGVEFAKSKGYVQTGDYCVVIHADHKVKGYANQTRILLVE
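Purified LmPK (0.1 nM) with 0.5 mM PEP and 0.1 mM ADP in imidazole buffer pH 7.2 with MgCl2/KCl, 1 h at room temperature. ATP formed was read by luciferase luminescence and normalized to no-enzyme and uninhibited controls.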
Sm TGR block: qHTS Assay for the Inhibitors of Schistosoma Mansoni Peroxiredoxins; Schistosoma mansoni thioredoxin glutathione reductase (TGR), Q962Y6; purified TGR, DTNB reduction, TNB absorbance 405 nm; Potency, µM (highest dose often 114 µM), without a hit: at the highest dose activity change, negative = inhibition, hits mostly inhibitors; 360,000 tested, 3% active; note: potency is the fitted concentration of half-maximal effect; nearly all actives have a fitted effect of over 60% in size
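TGR 20 nM + NADPH 100 uM (dispensed conc.), cpd preinc 15 min RT; start with NADPH (500 uM addition) then DTNB (15 mM addition). Kinetic TNB absorbance, 405 nm filter. Four-parameter Hill fit across titration.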
AMA1-RON2 inh: qHTS for Inhibitors of AMA1-RON; Towards Development of Antimalarial Drug Lead: Primary Screen; AlphaScreen AMA1-biotinylated RON2 peptide binding; 360,000 tested, 0.2% active; Potency, µM (highest dose often 58.2 µM), inactives show at the top dose activity change, negative = inhibition, most hits filed as inhibitors; Plasmodium falciparum AMA1 (3D7) - RON2 peptide interaction;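 note: potency is the fitted concentration of half-maximal effect; 0% = vehicle wells and -100% = peptide control; nearly all actives have a fitted effect of over 45% in size; some results filed as inactive show a strong effect at the top dose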
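AMA1 (3D7) with his tag at 25 nM final met compounds first, then biotinylated RON2 peptide at 25 nM; detection used donor plus acceptor beads, 10 µg/mL apiece, read by AlphaScreen after 30 min at room temperature.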
AmpC inh detg: qHTS Inhibitors of AmpC Beta-Lactamase (assay with detergent); P00811; AmpC hydrolysis of nitrocefin, absorbance 480 nm, 0.01% Triton; Potency, µM (top dose mostly 114 µM), for inactives: at the highest dose activity change, negative = inhibition, most hits filed as inhibitors; 370,000 tested, 0.041% active;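 note: potency is the fitted concentration of half-maximal effect; 0% = no-compound wells and -100% = no-enzyme wells; nearly all actives have a fitted effect of over 25% in size; some results filed as inactive show a strong effect at the top dose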
Target sequence (P00811 whole entry, looked up): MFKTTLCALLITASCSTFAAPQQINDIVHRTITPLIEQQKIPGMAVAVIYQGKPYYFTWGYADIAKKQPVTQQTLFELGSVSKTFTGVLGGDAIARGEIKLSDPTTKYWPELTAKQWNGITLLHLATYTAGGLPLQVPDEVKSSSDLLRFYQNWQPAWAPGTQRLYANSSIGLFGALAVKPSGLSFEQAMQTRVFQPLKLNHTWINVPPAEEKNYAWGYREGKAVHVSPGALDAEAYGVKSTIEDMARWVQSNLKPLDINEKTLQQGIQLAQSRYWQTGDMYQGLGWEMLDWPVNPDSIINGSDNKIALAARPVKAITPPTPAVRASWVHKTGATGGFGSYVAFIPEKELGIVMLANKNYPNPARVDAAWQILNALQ
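20 mM phosphate pH 7.0 + 0.01% (detergent screen) or 0.0001% Triton X-100; 5.3 nM AmpC reagent; cpd preinc 15 min RT; nitrocefin (800 uM stock) to start; A480 q20 s × 4 min; Activity was normalised to no-enzyme and no-compound control wells.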
Tb PYK inh: qHTS of Trypanosoma Brucei Inhibitors; pyruvate kinase (Trypanosoma brucei), Q57TT1; TbPYK enzyme, Kinase-Glo Plus ATP luminescence, 45 min; AID 624173, 2012; 410,000 tested, 0.12% active; Potency, µM (titrated, usually from 76.8 µM), inactives show at the highest dose activity, negative = inhibition, usual class: inhibitors; note: potency is the fitted concentration of half-maximal effect; nearly all actives have a fitted effect of over 50% in size
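Readout: single end-point luminescence (Kinase-Glo Plus, 10 min). Reaction conditions were TbPYK/substrate plus 130 uM ADP, 45 min at RT, pH 7.2 TEA buffer. No-enzyme wells served as controls, and data were normalized before concentration-response fitting.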
AmpC no deterg: qHTS Inhibitors of AmpC Beta-Lactamase (assay without detergent); P00811; AmpC nitrocefin hydrolysis, absorbance 480 nm, 0.0001% Triton; Potency, µM (series often up to 57.1 µM), for inactives: top-dose activity change, negative = inhibition, usual class: inhibitors; 330,000 tested, 0.52% active;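 note: potency is the fitted concentration of half-maximal effect; plate controls were no compound for no effect and no enzyme for full effect; nearly all actives have a fitted effect of over 20% in size; some results filed as inactive show a strong effect at the top dose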
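AmpC (5.3 nM in the dispensed reagent) in 20 mM phosphate pH 7.0 with 0.01% (detergent screen) or 0.0001% Triton X-100 was preincubated with compounds for 15 min at room temperature. Nitrocefin was then added from an 800 uM solution, and hydrolysis was followed at 480 nm.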
HCMV antiviral: qHTS Assay for inhibitors of the human cytomegalovirus (HCMV); activity change, negative = inhibition, % at 57.5 µM; 410,000 tested, 4.5% active; HFF cells, HCMV-luciferase reporter, 72 h; hits give low values; in the data active = activity change below about -60%; inconclusive = no clear call, values can overlap the other calls; inactive = above about -39%
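Human foreskin fibroblasts infected with luciferase-reporter HCMV at MOI 1 PFU/cell, compounds at two doses. Luciferase measured 72 h post infection; normalized to buffer-only basal and Salinomycin (10uM) controls.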
* = called active by the depositor; u = inconclusive; x = not tested or not shown; & = joins results of further samples; [ ] = dose if it differs, or a comment. Unless noted, calls come from the whole dose curve; as a rule, active = well fitted curve in the direction sought with a large enough effect; inconclusive = small, poorly fitted or top-dose-only effect, or another doubt; inactive = no such curve, though single readings can be large; an effect the other way counts as inactive or inconclusive. Unless noted, % is set by controls: 0 for no effect and ±100 for the full control effect.

Preview:
SMILES | LmPK inhibitor | Sm TGR block | AMA1-RON2 inh | AmpC inh detg | Tb PYK inh | AmpC no deterg | HCMV antiviral
C=CC(=O)N(CCC)C(c1ccccc1)c1ccccc1OC (stereo not given) | x | 5% | -4% | u | 3% | 48% | -8
COc1ccc2[nH]c(C(=O)Nc3ccc(F)cc3Br)cc2c1 | 0% | 8% | 15% | -4% | -12% | -29% | 24

The whole of this part, from the start:
SMILES | LmPK inhibitor | Sm TGR block | AMA1-RON2 inh | AmpC inh detg | Tb PYK inh | AmpC no deterg | HCMV antiviral
C=CC(=O)N(CCC)C(c1ccccc1)c1ccccc1OC (stereo not given) | x | 5% | -4% | u | 3% | 48% | -8
COc1ccc2[nH]c(C(=O)Nc3ccc(F)cc3Br)cc2c1 | 0% | 8% | 15% | -4% | -12% | -29% | 24
Cc1nc(N(C)C)c2sc(=S)n(-c3ccccc3)c2n1 | 3% | 2% | 20% | -2% | -5% | -16% | -39
O=C(c1ccsc1)N1CCN(C(=O)c2cccs2)CC1 | 8% | 3% | -6% | 0% | 2% | -10% | -4
CCN1CCN(C(=O)c2ccc3c(c2)N(Cc2ccccc2F)C(=O)c2ccccc2S3(=O)=O)CC1 | 9% | 0%&-6% | 1% | -1%&-2% | 10%&4% | 132%[activator] | -3&-3
CCn1cc(C(=O)N2CC(C)CC(C)C2)c(=O)c2cc(S(=O)(=O)N3CCOCC3)ccc21 (stereo not given) | -3% | 8% | -10% | 4% | -2% | 67%[activator] | -7
Cn1c(=O)oc2cc(S(=O)(=O)N3CCCC(C(=O)NC4CCCc5ccccc54)C3)ccc21 (stereo not given) | 2% | 0% | 3% | u | 0% | 43% | -90*
O=C(O)c1ccc(CNC(=O)C2CCN(S(=O)(=O)c3ccc4c(c3)OCCO4)CC2)cc1 | x | x | 9% | x | -8% | x | -19
CC1Cc2ccccc2N1C(=O)COC(=O)c1ccc(Br)o1 (stereo not given) | 2% | -3% | -3% | 0% | -2% | -13% | 12
Cn1nnc2c(NCc3ccco3)nccc21 | 0% | 4% | -9% | -11% | -7% | -17% | 68
CC(C)CC(C(=O)Nc1oc(-c2ccccc2)c(-c2ccccc2)c1C#N)N1C(=O)c2ccccc2C1=O (stereo not given) | 0% | -4% | 49%[activator] | 0% | -1% | u | -24
O=C1c2ccccc2C(c2nnnn2Cc2ccccc2)N1CCc1c[nH]c2ccccc12 (stereo not given) | x | x | -9% | x | -7% | x | 11
Cc1cccc(-n2c(C)cc(/C=C3\NC(=O)NC3=O)c2C)c1 | 1% | u | -24% | -2% | 3% | -34% | -4
CCN(C(=O)c1coc(=O)c2ccccc12)c1ccccc1C | x | -9% | x | -3% | -1% | x | 24
O=C(Nc1cccc(F)c1)c1c(O)c2ccccc2[nH]c1=O | 8% | -4% | 19% | 0% | 2% | -14% | 124

Quoted from the listing:
Reading for O=C(c1ccsc1)N1CCN(C(=O)c2cccs2)CC1 under LmPK inhibitor: 8%
Reading for C=CC(=O)N(CCC)C(c1ccccc1)c1ccccc1OC (stereo not given) under AMA1-RON2 inh: -4%
Reading for Cn1nnc2c(NCc3ccco3)nccc21 under LmPK inhibitor: 0%
Reading for CC(C)CC(C(=O)Nc1oc(-c2ccccc2)c(-c2ccccc2)c1C#N)N1C(=O)c2ccccc2C1=O (stereo not given) under AmpC inh detg: 0%
Reading for CCN(C(=O)c1coc(=O)c2ccccc12)c1ccccc1C under AmpC inh detg: -3%
Reading for Cc1nc(N(C)C)c2sc(=S)n(-c3ccccc3)c2n1 under AmpC no deterg: -16%

More records
SMILES | LmPK inhibitor | Sm TGR block | AMA1-RON2 inh | AmpC inh detg | Tb PYK inh | AmpC no deterg | HCMV antiviral
C=CCNC(=O)c1onc(CSc2ccc(F)cc2)c1C(=O)NCC=C | x | 9% | 59%[activator] | 1% | 1% | -4% | -14
CC(NCc1ccccc1)C1COc2ccccc2O1 (stereo not given) | -11% | 9% | -7% | -1% | 5% | -18% | -20
O=S(=O)(c1ccc(F)cc1)N1CCN(Cc2ccccc2C(F)(F)F)CC1 | -4% | -22% | u | -3% | -6% | -21% | -25
CN(C)C(CNS(=O)(=O)c1ccc(F)cc1)c1cccnc1 (stereo not given) | 5% | -2% | -4% | u | 3% | u | -1
CCCC(=O)c1c[nH]c(C(=O)N2CCOCC2)c1 | 2% | x | 22% | 5% | 5% | -31% | 4
O=C(Nc1cccnc1)OC1CCCC1 | -12% | -1% | -2% | 0% | 2% | 5% | 96
CN(C)C(=O)Cn1c(=O)n(S(=O)(=O)c2ccccc2)c2ccccc21 | 1% | 0% | -1% | u | 2% | -8% | -23
O=C(NCCN1CCN(c2ccccc2)CC1)C1CCN(S(=O)(=O)c2cccc3nsnc23)CC1 | 0% | -6% | 0% | u | 0% | -4% | -7
NS(=O)(=O)c1ccc(Nc2nc3ccccc3nc2NS(=O)(=O)c2cccc([N+](=O)[O-])c2)cc1 | 0% | 0% | -2% | -10% | 1% | -44% | -24
c1ccc(-c2nnc(-c3ccncc3)nc2-c2ccccc2)cc1 | 0% | 2% | 1% | 4% | 2% | 25% | -25
O=C(Nc1ccc(Cl)cc1)NN1CCCCCC1 | x | x | 14% | x | 7% | x | -4
CCOC(=O)c1ccc(NC(=O)Nc2ccc3c(c2)OCCO3)cc1 | -2% | 0% | -15% | -3% | 7% | -43% | -26
COc1cccc(CCc2nnc(CCC(=O)NC(C)Cc3cccs3)o2)c1 (stereo not given) | -1% | -7% | -5% | -9% | 5% | 47% | 0
COCCCNC(=O)CCc1c(C)c2cc3c(C)coc3cc2oc1=O | 0% | 15% | -8% | -3% | 4% | 32% | u
CC1(Cc2ccc(OC(F)(F)F)cc2)C(=O)Nc2ccc(OC(F)(F)F)cc21 (stereo not given) | x | x | 9% | x | -3% | x | -27
CC(=O)Nc1ccc(C2(c3ccc(NC(C)=O)cc3)C(=O)Nc3ccccc32)cc1 | 7% | 9% | 1% | 2% | 0% | -5% | -13
O=C1CN(C(=O)COC(=O)CNC(=O)c2ccccc2)c2ccccc2N1 | -3% | -18% | -5% | -10% | 2% | -28% | 10
COC1=CC=C2[C@H]3Cc4ccc(OC)c5c4[C@@]2(CCN3C)[C@H]1O5 | -7% | -26% | 1% | 3% | 2%[33.2 µM] | -14% | -9
COc1cc(/C=N/Nc2nc(C)cc(=O)[nH]2)ccc1OC(=O)c1cccnc1 | 3% | 10% | 3% | u | 1% | -4% | -19
Cc1nc(C)c(C(=O)NCc2ccccc2Cl)o1 | 7% | -3% | 4% | -6% | -10% | -3% | -25
CN(C)C(=O)c1c([N+](=O)[O-])c(C(C)(C)C)nn1C | -2% | -2% | 0% | -3% | -9% | -12% | -4
Brc1ccc(NC2=Nc3ccccc3CC2)cc1 | -1% | 18% | -2% | 0% | -25% | -33% | 76
O=C(NCCCn1ccnc1)c1cc(Br)c(Br)s1 | -2% | 3% | 7% | -10% | -3% | -12% | -25
COc1ccc(CCNC(=O)c2ccc3c(c2)nc2n3CCOC2)cc1OC | x | 5% | x | 15% | -1% | x | 3
COc1ccc(C(C)=O)c(OC(=O)c2ccc(OC)c(OC)c2)c1 | -2% | 1% | -6% | u | 4% | 16% | 12
CN(C(=O)CN1CCN(c2cc(-c3ccc(-c4ccccc4)cc3)ncn2)CC1)c1ccccc1 | x | x | -12% | x | 1% | x | -67*
CC(C)(OC(=O)c1ccc(F)cc1)c1cc2ccccc2c(=O)o1 | x | -25% | -2% | 2% | -4% | -17% | 16
C#CCOCCOCCOCCNc1nc(N2CCN(C(=O)CCCCCCCCCCNC(=O)[C@H](CCCCN)n3cc(CCCC(=O)O)nn3)CC2)nc(N2CCN(C(=O)CCCCCCCCCCNC(=O)[C@@H]([C@H](C)O)n3cc(C)nn3)CC2)n1 | x | -18% | -8% | -3% | 2% | 281%[activator] | x
O=Cc1c(NCCCN2CCCC2=O)c2ccccc2[nH]c1=O | 4% | 8% | -22% | -12% | -11% | -15% | 12
O=C(N/N=C/c1cn(-c2ccccc2)nc1-c1cccs1)c1ccncc1 | 0% | 5% | 16% | 1% | -3% | 39% | -26
O=C(CSc1ncccn1)Nc1ccc2[nH]c(=O)[nH]c2c1 | x | -11% | -2% | -6% | -5% | -9% | -38
O=C(Oc1ccc(OC(=O)c2ccco2)c(S(=O)(=O)c2ccc(Br)cc2)c1)c1ccco1 | 4% | -16% | -2% | -16% | -3% | -18% | x
CCOc1ccc(C=NCC(O)c2ccccc2)cc1 (stereo not given) | -1% | -2% | 6% | 5% | 6% | 3% | 24
CO/N=C/C1CCN(c2ncc(C(F)(F)F)cc2Cl)C1=O (stereo not given) | -8% | 65%[activator] | 22% | 3% | -2% | -25% | 9
CCn1c(CC(=O)Nc2ccccc2F)nnc1SCC(=O)N1CCN(c2ccccc2)CC1 | 1% | 0% | -2% | u | -6% | 44% | -23
O=C(c1cccc(N2C(=O)C3CC=CCC3C2=O)c1)N1CCN(c2ccccc2)CC1 (stereo not given) | 0% | 5% | 4% | -1% | 3% | 40% | 14
CS(=O)(=O)NN1C(=O)c2ccccc2NC1c1c[nH]c2ccccc12 (stereo not given) | 0% | -15% | -7% | 2% | -7% | -23% | 0
CCCS(=O)(=O)NC(=O)C1(C)CCN(C(=O)c2ccc(OC)cc2OC)C1 (stereo not given) | x | x | -3% | x | -7% | x | 7
O=C(NC(=S)Nc1ccccc1F)C1CCCCC1 | -7% | u | x | 3% | x | -29% | 113
C[C@H](CO)N1C[C@H](C)[C@@H](CN(C)C(=O)Nc2ccccc2)Oc2ccc(NC(=O)CCN3CCOCC3)cc2C1=O | x | x | -1% | x | 10% | 54% | 13
CCCCn1c2ccccc2c2cc(CC(N)=O)ccc21 | 4% | -4% | 2% | 1% | -9% | 17% | 5
COc1cc(/C=C2\C(=O)N(CCC#N)N=C2C)ccc1OCC(=O)Nc1ccccc1 | 1% | 4% | 16% | -9% | u | -4% | 276
C1CN(CCN2CCOCC2)CCN1 | -1% | -33% | 20% | -9% | -2% | -13% | x
O=S(=O)(Nc1cc(S(=O)(=O)N2CCOCC2)ccc1Cl)c1ccccc1 | x | x | 10%[11.6 µM] | x | 3% | -10% | -1

Screening data (PubChem BioAssay)
